# MT1-MMP act inh = blocks activation of human MT1-MMP | HT1080 RFP-PRO-GFP cells, GFP/RFP ratio fluorescence, overnight; percent of plate control window, DMSO zero | GFP/RFP ratio change, % at 20 µM | 0.061% of 360,000 active;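 active = GFP/RFP ratio change of at least 30% with cell ATP level not reduced by more than half and red fluorescence within 50% of control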; also: strong numbers were not always called active
#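 Assay system – RFP-PRO-GFP reporter HT1080 cells · Compound dosing – single dose of 20 µM compound, 1% DMSO final · Incubation – overnight compound exposure at 37 °C · Measure – GFP/RFP fluorescence ratio · Benchmarks – DMSO wells and RFP-L50D-GFP cells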
# CendR NRP1 mod = alters CendR peptide binding to human NRP-1 | inhibition, % at 25 µM | AID 602438 | 0.85% of 360,000 active | FAM-RPARPAR peptide binding to NRP-1, fluorescence polarization;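 active = inhibition or corrected inhibition above about 18%, plus a signal ratio from 0.5 to 1.5, limit read from the data, passing the limit was not always enough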; also: strong numbers were not always called active
# SUMO1 PPI mod = alters human SUMO1 binding to SIM partners. SUMO1 binding to a labelled peptide, TR-FRET, 1 h. 0.33% of 360,000 active. inhibition, % at 20 µM; in the data active = inhibition above about 37%
# Target sequence (P63165 whole entry, looked up): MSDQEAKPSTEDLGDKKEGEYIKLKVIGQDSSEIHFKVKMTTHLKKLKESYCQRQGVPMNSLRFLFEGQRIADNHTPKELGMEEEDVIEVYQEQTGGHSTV
# SKN-1 block = inhibitors of C. elegans SKN-1. inhibition, % at 21.8 µM. AID 624304. C. elegans VP596 Pgst-4::GFP/RFP ratio, acrylamide-induced, 24 h. 0.49% of 360,000 active;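 active = interference check ratio from 0.5 to 1.5 plus GFP to RFP signal ratio inhibition reaching or exceeding a fixed threshold, cut at about 30% in these data, passing the limit was not always enough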; also: some compounds called inactive have numbers as strong as hits
# NadD block = blocks S. aureus nicotinate mononucleotide adenylyltransferase | purified NadD enzyme, colorimetric absorbance read-out | inhibition, % at 20 µM | 0.78% of 360,000 active; in the data active = inhibition above about 26%; also: some compounds past the cut are filed as inactive
# Rpn11 block = blocks the human proteasome subunit Rpn11; 0.59% of 360,000 active; O00487; calls only at 20 µM; human 26S proteasome, Ub4-pepOG fluorescence polarization; 20S core pre-blocked with epoxomicin;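 active = inhibition at 20 µM, scaled to each plate's controls, above about 33%, limit read from the data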
# Target sequence (O00487 whole entry, looked up): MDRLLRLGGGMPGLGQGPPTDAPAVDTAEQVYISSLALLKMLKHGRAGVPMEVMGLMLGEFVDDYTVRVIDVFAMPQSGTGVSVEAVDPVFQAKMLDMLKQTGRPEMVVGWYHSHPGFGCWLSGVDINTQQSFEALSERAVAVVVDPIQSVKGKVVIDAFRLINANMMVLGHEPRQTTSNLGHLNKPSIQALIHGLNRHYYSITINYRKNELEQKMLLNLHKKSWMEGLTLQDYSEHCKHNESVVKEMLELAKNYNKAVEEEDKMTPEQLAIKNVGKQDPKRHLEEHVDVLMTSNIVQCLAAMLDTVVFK
# STEP inh = inhibitors of human striatal-enriched phosphatase STEP; P54829; 0.25% of 360,000 active; inhibition, % at 20 µM; AID 588621; recombinant STEP, OMFP fluorogenic substrate, fluorescence;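 active = inhibition at 20 µM, scaled per plate between control wells, above about 37%, limit read from the data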;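 also: 0% = DMSO with enzyme and substrate and 100% = substrate only without enzyme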
#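 Material: STEP (striatal-enriched tyrosine phosphatase) enzyme, cell-free; Compound dosing: 20 µM single dose in 1% DMSO; Technique: fluorescence read at 480 nm ex / 540 nm em; Times: reaction 20 min, ambient temperature; Medium: 50 mM Bis-Tris pH 6.0 with 2.5 mM DTT and 0.005% Tween 20; Also added: OMFP at 25 µM.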
# DNMT1 block = inhibitors of human DNMT1 | P26358 | DNMT1 molecular beacon, Hinp1I cleavage, fluorescence | 0.83% of 360,000 active | inhibition (reported as % activation of signal), % at 10 µM; in the data active = inhibition above about 50%
# Scp-1 inhibitor = inhibitors of human Scp-1 phosphatase; Recombinant Scp1, phosphopeptide, malachite green phosphate absorbance; inhibition, % at 20 µM; 0.88% of 340,000 active; AID 493091;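 active = inhibition above about 50% at 20 µM, limit read from the data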;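 also: plate controls were DMSO wells with enzyme for no effect and wells lacking enzyme for full effect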
# Target sequence (Q9GZU7 76-261 limits assumed): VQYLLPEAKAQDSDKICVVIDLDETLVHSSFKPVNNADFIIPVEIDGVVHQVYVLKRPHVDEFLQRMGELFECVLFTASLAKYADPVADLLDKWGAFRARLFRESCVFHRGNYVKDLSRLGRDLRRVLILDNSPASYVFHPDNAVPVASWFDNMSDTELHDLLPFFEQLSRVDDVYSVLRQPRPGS
#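 Test system: SCP-1 phosphatase catalytic domain, residues 76-261; measured by: colorimetric phosphate reagent with accelerator and stabiliser, absorbance at 630 nm; timing: enzyme reaction 45 min at room temperature, colour 5 min, stabilisation 30 min; also added: Phosphorylated 17-residue peptide substrate; compound dosing: one concentration, 20 µM, with 1.0% DMSO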
# LMPTP inh = LMPTP (human) inhibition. P24666. recombinant LMPTP-A, OMFP fluorogenic substrate, fluorescence intensity. inhibition, % at 20 µM. 0.22% of 360,000 active;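 active = compounds that cut the enzyme signal by at least half of the control window in the single-dose screen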;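 also: plate controls were DMSO wells with enzyme plus substrate for no effect and substrate without enzyme for full effect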
# Target sequence (P24666 whole entry, looked up): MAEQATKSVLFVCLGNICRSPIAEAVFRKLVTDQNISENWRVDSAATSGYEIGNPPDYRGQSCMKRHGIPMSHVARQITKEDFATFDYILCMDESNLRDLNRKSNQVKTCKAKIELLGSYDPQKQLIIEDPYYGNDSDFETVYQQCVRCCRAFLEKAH
#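 Assay system: LMPTP-A, protein tyrosine phosphatase of low molecular weight / Medium: pH 6.0 Bis-Tris buffer with DTT and Triton X-100 / Schedule: 50 min enzyme reaction at room temperature, protected from light / Measured by: endpoint fluorescence intensity from OMFP dephosphorylation / Read-out basis: % inhibition relative to no-enzyme and uninhibited control wells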
# An asterisk follows results filed as active; i = inactive; / = not tested or not shown.
SMILES,MT1-MMP act inh,CendR NRP1 mod,SUMO1 PPI mod,SKN-1 block,NadD block,Rpn11 block,STEP inh,DNMT1 block,Scp-1 inhibitor,LMPTP inh
COc1ccccc1C(=O)Nc1nnc(S(=O)(=O)N2CCC(C)CC2)s1,4,4,6,-21,-9,i,-1,1,-11,0.8
N#Cc1sc2nc(C3CC3)cc(-c3ccccc3)c2c1N,2,-6,20,13,4,i,0,-9,-10,3.0
O=C(NCc1nnnn1-c1cccc(F)c1)c1ccc(S(=O)(=O)N2CCOCC2)cc1,2,19,7,0,-1,i,0,-2,4,1.9
COCCCN(C(=O)c1ccccc1)c1nc(-c2ccc(OC)cc2)cs1,0,13,5,0,-8,i,0,1,-10,2.2
Cc1ccc(O)c(-c2cc(C(=O)Nc3ccc(S(=O)(=O)Nc4nc(C)cc(C)n4)cc3)[nH]n2)c1,14,29*,20,-17,15,i,-3,5,-1,-0.2
O=C(CCNC(=O)c1ccc(Br)o1)NC1CCCC1,2,-7,-1,7,-1,i,0,6,-3,-0.2
CC(C)(C)/C(COc1ccccc1[N+](=O)[O-])=N/O,-4,12,-4,2,0,i,-2,-35,-6,-0.8
COc1cc(/C=N/NS(=O)(=O)c2ccc(C)cc2)ccc1OCc1ccc(C(=O)O)cc1,0,-4,2,2,0,i,2,2,-13,1.3
CCOC(=O)C1(CC2CCCCO2)CCN(C(=O)Nc2ccccc2)CC1 (stereo not given),1,8,-4,-4,-2,i,1,-1,-1,1.5
CCc1nc2c(OCC3CCCCC3)cccn2c1N(C)C(=O)c1ccc(OC)cc1,-1,-10,10,-7,7,i,0,-5,/,2.1
CCCCN(CC)CCCNC(=O)c1cn(CC(C)C)c(=O)c2c1c1ccccc1n2C,-2,4,-5,24,-2,i,0,-2,-1,4.5
CCCn1cc(SCC(N)=O)c2ccccc21,0,7,-1,-5,-8,i,1,0,-5,-0.7
CC(C)(C)NC(=O)Cn1nnnc1-c1nonc1N,6,3,-6,15,-8,i,0,3,9,-1.6
Cc1scc(C(=O)N2CCN(S(C)(=O)=O)CC2)c1-c1ccccc1,1,-10,4,13,2,i,2,0,0,-2.9
CCOC(=O)N1CCN(C(=O)CN2C(=O)COc3ccc(S(=O)(=O)N4CCOCC4)cc32)CC1,-4,14,-5,9,7,i,-2,-1,-1,-0.1
CC(Sc1ccc(Cl)cc1)C(=O)Nc1ccc(S(=O)(=O)N2CCOCC2)cc1 (stereo not given),2,1,-2,-12,-8,i,0,-1,-8,1.0
O=C1C2CCCN2C(=O)N1CCCCN1CCN(c2cccc(Cl)c2)CC1 (stereo not given),5,-9,2,0,-7,i,-1,4,-13,-1.1
COC(=O)c1sc(N2CCCCC2)c(C#N)c1N,2,-2,5,1,-3,i,-1,-1,-5,-1.8
CC1(C)NC(=O)N(CC(=O)NNC(=O)c2ccccc2F)C1=O,2,-6,-2,6,-5,i,-2,4,-6,-1.7
Cc1cc(C)c2c(CN3CCC(C)CC3)cc(=O)oc2c1C,0,5,8,15,-2,i,-2,6,-4,2.8
CCOc1ccc(Nc2nc(NCC3CCCO3)c3ccccc3n2)cc1 (stereo not given),4,12,-1,1,4,i,10,-2,-1,12
CN(C(=O)C1CCCO1)C1CCS(=O)(=O)C1 (stereo not given),3,-1,3,-6,-2,i,-4,3,-5,-2.1
COc1ccc(N2CCN(C(=O)c3[nH]c4ccc(OC)cc4c3C)CC2)cc1,12,-5,4,1,1,i,-3,4,-12,0.9
NS(=O)(=O)c1ccc(F)c(C(=O)O)c1,1,-10,-8,1,-9,i,-4,1,-7,-4.1
COc1ccc(CCNC(=O)CCn2c(=O)c3cccn3c3ccc(F)cc32)c(OC)c1OC,2,8,-2,11,-2,i,0,2,-13,-0.5
SMILES,MT1-MMP act inh,CendR NRP1 mod,SUMO1 PPI mod,SKN-1 block,NadD block,Rpn11 block,STEP inh,DNMT1 block,Scp-1 inhibitor,LMPTP inh
CC(C)CCNc1nc2c(cc1C#N)COC(C)(C)C2,-7,15,-3,9,-3,i,-1,1,-4,1.6
CCCCCCS(=O)[C@H]1CS(=O)(=O)C[C@@H]1S(=O)CCCCCC (stereo not given in full),5,13,0,-15,2,i,5,11,17,0.2
COC(=O)C1CN(C(=O)c2cccc(OC(F)F)c2)c2ccccc2O1 (stereo not given),-2,-2,1,10,1,i,-2,-8,-5,1.0
Cn1c(CC(=O)NNC(=O)c2cccnc2)nc2ccccc21,1,-5,-2,16,-4,i,-4,-1,1,-0.8
O=C(CC1C(=O)N(c2ccc(F)cc2)C(=O)N1Cc1ccccn1)Nc1ccccc1 (stereo not given),-1,10,0,6,1,i,0,0,-4,0.6
C1CCC(Nc2nnnn2C2CCCCC2)CC1,-2,8,3,9,-4,i,-19,-3,-2,-1.1
Cc1ccc(NC(=O)C2=NNC(=O)CC2)cc1S(=O)(=O)Nc1ccc(SC(F)F)cc1,-3,6,14,-1,-5,i,-3,-21,-8,0.4
COc1ccc(N(CC(=O)NCc2ccco2)S(C)(=O)=O)cc1Cl,6,1,0,16,-2,i,-3,-2,0,-1.7
CC(C)CNC(=O)c1ccccc1NC(=O)c1ccccc1N(C)S(=O)(=O)c1ccccc1,-7,0,-1,11,-6,i,0,3,-8,-2.2
CCCC(C)C(=O)Nc1ccc(S(=O)(=O)N2CCCC2)cc1 (stereo not given),1,20,6,-7,0,i,-1,0,-5,0.2
CC1CC(C)CN(CCCNC(=O)c2cc3c(s2)-c2ccccc2OC3)C1 (stereo not given),3,9,-22,-1,-1,i,0,-1,1,1.6
CC1(c2ccc(F)cc2)OC(=O)c2c1ccc1ccccc21 (stereo not given),3,-4,-6,19,-7,i,4,0,/,1.5
C[C@@H](NC(=O)c1nc[nH]c1C(=O)N[C@@H](CCCCNC(=O)OC(C)(C)C)C(=O)OC(C)(C)C)c1ccccc1,-27,-10,1,-6,1,i,-1,-26,-14,2.3
ClCc1cc2ccccc2nc1Cl,-3,-7,-9,3,-1,i,-1,4,-11,-0.6
c1ccc(COc2ccc(CNCc3cccs3)cc2)cc1,3,-13,1,11,-4,i,-3,-4,9,-2.4
CN(CP(=O)(O)CN(C)S(C)(=O)=O)S(C)(=O)=O,-1,2,-3,6,-1,i,5,-3,0,-1.3
CCOC(=O)N1CCN(S(=O)(=O)c2ccc(C(=O)N(CCCN(C)C)c3nc4ccc(OC)cc4s3)cc2)CC1,2,10,-4,-6,-11,i,-2,1,7,-0.9
CCOC(=O)CSc1nnc(-c2ccc(S(=O)(=O)N3CCOCC3)cc2)n1-c1ccccc1,-1,4,4,-2,6,i,4,4,-8,-1.6
CC1(OC(=O)C2CCCC2)C(=O)C=C2C=C3CCCCN3C=C2C1=O (stereo not given),-1,32*,-5,-3,5,i,2,15,15,1.2
COC(=O)c1nnn(-c2nonc2N)c1CSCCO,2,-1,-2,-15,2,i,-2,4,0,-3.3
CCOC(=O)C(C)/C(C)=N/NC(=O)CCC(=O)Nc1cc(C)ccc1C (stereo not given),-1,-6,-2,11,3,i,1,-1,-5,-0.9
CN(C)C(=O)CSc1nnc(Cc2ccc3c(c2)OCO3)o1,2,-2,2,-4,-5,i,-3,5,-1,0.2
CN(CCO)c1cnccn1,4,-8,0,9,-3,i,-3,2,-3,-3.0
CN(C)c1ccc(NC(=O)CN2C(=O)CC(c3ccccc3)=Nc3ccccc32)cc1,6,0,-2,10,14,i,0,-6,-15,0.5
N#CCC(=O)Nc1ccc(C(=O)OCC(=O)Nc2cccc3ccccc23)cc1,/,-4,0,9,5,i,0,-7,/,-0.4
COCCn1c(C)cc2c(c1=O)C(c1ccco1)C(C#N)=C(N)O2 (stereo not given),1,-2,-8,4,-1,i,-3,-2,-11,-1.0
Cn1cc(CN2CCC(C(=O)Nc3cccc(-c4cccc(F)c4)c3)CC2)cn1,-1,-4,1,20,-18,i,2,-3,-2,1.1
CCOC(=O)C1=CNS(=O)(=O)NC1c1ccc(C[C@H](NC(=O)CNC(=O)CCc2ccccc2)C(N)=O)cc1 (stereo not given in full),3,0,-2,-10,-3,i,-1,5,7,-2.4

# Compounds shown so far that have two or more sulfur atoms (8):
SMILES,MT1-MMP act inh,CendR NRP1 mod,SUMO1 PPI mod,SKN-1 block,NadD block,Rpn11 block,STEP inh,DNMT1 block,Scp-1 inhibitor,LMPTP inh
COc1ccccc1C(=O)Nc1nnc(S(=O)(=O)N2CCC(C)CC2)s1,4,4,6,-21,-9,i,-1,1,-11,0.8
Cc1scc(C(=O)N2CCN(S(C)(=O)=O)CC2)c1-c1ccccc1,1,-10,4,13,2,i,2,0,0,-2.9
CC(Sc1ccc(Cl)cc1)C(=O)Nc1ccc(S(=O)(=O)N2CCOCC2)cc1 (stereo not given),2,1,-2,-12,-8,i,0,-1,-8,1.0
CCCCCCS(=O)[C@H]1CS(=O)(=O)C[C@@H]1S(=O)CCCCCC (stereo not given in full),5,13,0,-15,2,i,5,11,17,0.2
Cc1ccc(NC(=O)C2=NNC(=O)CC2)cc1S(=O)(=O)Nc1ccc(SC(F)F)cc1,-3,6,14,-1,-5,i,-3,-21,-8,0.4
CN(CP(=O)(O)CN(C)S(C)(=O)=O)S(C)(=O)=O,-1,2,-3,6,-1,i,5,-3,0,-1.3
CCOC(=O)N1CCN(S(=O)(=O)c2ccc(C(=O)N(CCCN(C)C)c3nc4ccc(OC)cc4s3)cc2)CC1,2,10,-4,-6,-11,i,-2,1,7,-0.9
CCOC(=O)CSc1nnc(-c2ccc(S(=O)(=O)N3CCOCC3)cc2)n1-c1ccccc1,-1,4,4,-2,6,i,4,4,-8,-1.6

# Compound activity: PubChem BioAssay, Sanford-Burnham Center for Chemical Genomics

# This is a random part of the collection; overall some 3.9% were active at least once.
